High-throughput results deposited in PubChem by National Center for Advancing Translational Sciences (NCATS).
Abeta yeast res – compounds reversing amyloid beta toxicity in yeast | yeast expressing A-beta42, growth rescue, OD600, 48 h; response scale: 0% DMSO, 100% iron-clioquinol control | Potency, µM (series often up to 46.1 µM), for inactives: at the top dose growth rescue, usual class: activators | 410,000 tested, 0.063% active | AID 1347071; note: potency is the fitted concentration of half-maximal effect; nearly all actives have a fitted effect of over 55% in size
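Growth rescue measured by 600 nm absorbance after 48 h yeast culture at 30 C with compound. Values normalized between DMSO and an equimolar ferric chloride plus clioquinol control.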
EPAC2 agonist – EPAC2 (human) agonism; Q8WZA2; Potency, µM (top dose mostly 154 µM), inactives show top-dose activation, usual class: activators; 360,000 tested, 0.079% active; EPAC2 activation, biochemical qHTS; response scale: 100% = 6.5 mM cAMP response; note: potency is the fitted concentration of half-maximal effect; nearly all actives have a fitted effect of over 50% in size
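Compounds were added across a concentration range to EPAC2 (100 nM), RAP1B-BODIPY-GDP (250 nM) and GDP (50 uM). After 5 min at room temperature, fluorescence was recorded at 5-min intervals for 30 min.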
FUS suppressor – suppressors of FUS proteinopathy in yeast; S. cerevisiae FUS-expressing, growth rescue, OD600, 24 h; AID 1347120; Potency, µM (highest dose often 76.6 µM), for inactives: top-dose growth rescue (activation), actives largely listed as activators; 390,000 tested, 0.24% active;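 note: potency is the fitted concentration of half-maximal effect; plate controls were DMSO vehicle for no effect and reference control for full effect; nearly all actives have a fitted effect of over 55% in size; some results filed as inactive show a strong effect at the top dose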
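Steps: raffinose overnight preculture; dilution to OD 0.005 in 2% galactose minimal medium; compound addition (concentration series); 24hr at 30C, 99% humidity; absorbance read at 600 nm.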
aSyn yeast inh – inhibitors of alpha-synuclein toxicity in yeast; Yeast expressing alpha-synuclein, growth rescue, BacTiter-Glo, 24 h; Potency, µM (series often up to 46.1 µM), for inactives: at the top dose growth rescue (activation), usual class: activators; 370,000 tested, 0.14% active; AID 652106; note: potency is the fitted concentration of half-maximal effect; % of control where 0% means no effect; nearly all actives have a fitted effect of over 65% in size
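Readout is rescue of growth in alpha-synuclein-expressing yeast, so inhibitors of toxicity appear as activators. Growth after 24 hr at 30 deg C in galactose medium is quantified by luminescence.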
EPAC2 antag – EPAC2 (human) antagonism; Potency, µM (highest dose often 114 µM), without a hit: at the highest dose activity, negative = inhibition, actives largely listed as inhibitors; 360,000 tested, 0.18% active; EPAC2 GEF exchange of Rap1B-BODIPY-GDP, fluorescence; Q8WZA2; note: potency is the fitted concentration of half-maximal effect; % is set by controls: 0 for no effect and ±100 for the full control effect; nearly all actives have a fitted effect of over 45% in size; many of its hits are not listed in these tables
TDP-43 yeast inh – TDP-43 toxicity inhibition in yeast. Potency, µM (titrated, usually from 46.1 µM), for the others: at the highest dose growth rescue (activation), actives largely listed as activators. TDP-43 expressing yeast growth rescue, BacTiter-Glo, 24 h. AID 652104. 410,000 tested, 1.8% active; note: potency is the fitted concentration of half-maximal effect; % of control where 0% means no effect; nearly all actives have a fitted effect of over 50% in size
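Yeast cells expressing TDP-43 under galactose induction are exposed to compounds for 24 hr at 30 deg C. BacTiter-Glo luminescence measures growth, so protective compounds score as activators.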
D3 antag – D3 dopamine receptor (human) antagonism | D3R cells, DiscoveRx beta-arrestin luminescence, antagonist mode; stronger effect = lower value | max response, negative = inhibition, % | 360,000 tested, 2.5% active | AID 652054; in the data active = max response below about -50%; inconclusive = no clear call, values can overlap the other calls; note: % is set by controls: 0 for no effect and ±100 for the full control effect; mostly tested at two doses, the higher about 12 µM
Target sequence (P35462 whole entry, looked up): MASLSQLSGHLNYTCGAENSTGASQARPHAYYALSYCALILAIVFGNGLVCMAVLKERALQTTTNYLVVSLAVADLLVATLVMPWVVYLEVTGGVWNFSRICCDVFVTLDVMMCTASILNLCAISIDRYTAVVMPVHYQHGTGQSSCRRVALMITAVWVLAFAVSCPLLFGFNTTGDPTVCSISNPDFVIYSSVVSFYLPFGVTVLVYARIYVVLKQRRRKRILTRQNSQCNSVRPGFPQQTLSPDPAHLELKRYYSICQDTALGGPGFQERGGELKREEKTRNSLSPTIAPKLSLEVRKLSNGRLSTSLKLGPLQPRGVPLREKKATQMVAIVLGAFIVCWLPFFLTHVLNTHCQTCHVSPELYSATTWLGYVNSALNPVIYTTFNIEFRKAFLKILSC
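Cells plated overnight at 1500 cells/well, then exposed to library compounds with dopamine controls for 90 minutes at 37 degrees C. DiscoveRx reagent added for 30–60 minutes at room temperature; luminescence read, quantitative HTS format.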
D3 ag – D3 dopamine receptor (human) agonism; D3R DiscoveRx beta-arrestin cells, luminescence, 90 min; max activation, %; 410,000 tested, 0.58% active; AID 652048; in the data active = max activation above about 30%; note: 0% is about no effect; mostly tested at two doses, the higher about 12 µM
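Cells at 1500/well, incubated overnight, then treated with pinned compounds (dopamine as control) for 90 min at 37 degrees C. DiscoveRx reagent added for 30 - 60 minutes at room temperature; luminescence read.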
* hit, by the source's call; ? = inconclusive; · = no result given; [ ] = remark or other dose. Unless noted, calls come from the whole dose curve; as a rule, active = well fitted curve in the direction sought with a large enough effect; inconclusive = small, poorly fitted or top-dose-only effect, or another doubt; inactive = no such curve, though single readings can be large; an effect the other way counts as inactive or inconclusive. An excerpt. The share of hits here may be higher or lower than overall.

SMILES	Abeta yeast res	EPAC2 agonist	FUS suppressor	aSyn yeast inh	EPAC2 antag	TDP-43 yeast inh	D3 antag	D3 ag
CCc1nc2ccccc2c(C(=O)OCC(=O)Nc2cccc(S(=O)(=O)NC3=NCCCCC3)c2)c1C	5%	3%	?	-1%	-12%	13%	92	45*
O=C(CN1CCC(NC(=O)C2CCCCC2)CC1)Nc1ccccc1	-2%	11%	8%	5%	2%	4%	-16	-23
COc1ccc(OC)c(NC(=O)CSc2nnc(CCCO)n2-c2ccccc2)c1	-10%	12%	20%	0%	-3%	-3%	-16	-45
COc1ccc(F)cc1S(=O)(=O)NCCc1csc2nc(-c3cccc(C)c3)nn12	4%	·	?	·	·	10%	·	-9
CCCCCNC(=O)C(C#N)c1nc2ccccc2nc1N1CCCC1 (stereo not given)	-22%	12%	-5%	-3%	28%	-21%	?	-9
NC(=S)Cc1nc2n(n1)Cc1ccccc1-2	-13%	10%	52%	-5%	-6%	-12%	-19	-28
Cc1cccc(NC(=O)Cn2cnc3c(oc4ccccc43)c2=O)c1C	5%	-2%	13%	0%	-3%	-26%	5	0
O=C1CCC(c2ccc3ccccc3c2)O1 (stereo not given)	5%	4%	2%	3%	3%	8%	-9	10
CCC(=O)N1CCc2cc(Br)cc(S(=O)(=O)N3CCN(c4cccc(Cl)c4)CC3)c21	2%	·	-19%	·	·	20%	·	4
O=C(C#Cc1ccccc1)c1cccc([N+](=O)[O-])c1	-60%[inhibitor]	-2%	·	-24%	3%	?	-56*	-8
O=S(=O)(NC1CCCCC1)c1ccc(N2CCOCC2)nc1	5%	4%	-3%	-2%	12%	4%	-7	-11
COc1ccc(OC)c(NC(=O)c2oc3ccccc3c2NC(=O)C2CC2)c1	0%	6%	-15%	3%	3%	5%	13	3
CN(C)c1ccc(-c2noc(C3CC(=O)N(c4ccc5c(c4)OCCO5)C3)n2)cc1 (stereo not given)	-6%	·	8%	·	·	10%	·	-4
CCN1CCCC1CN(Cc1cc2ccc(C)cc2[nH]c1=O)C(=S)Nc1ccccc1OC (stereo not given)	-2%	-4%	·	6%	10%	0%	?	-4
COc1cc(C2/C(=C(/O)c3ccc(F)cc3)C(=O)C(=O)N2CCCC(=O)O)ccc1O (stereo not given)	0%	4%	27%	-1%	7%	15%	-13	-2
CCOC(=O)C(Cc1c(F)cccc1Cl)c1ccno1 (stereo not given)	-7%	1%	-19%	2%	-9%	?	-2	4
CC(=O)c1ccc(NC(=O)CCCSc2nc(-c3ccco3)cc(C(F)(F)F)n2)cc1	-15%	·	27%	·	·	?	·	-11
CCCC(C(=O)NC1CCCC1)N(Cc1ccc(OC)cc1)C(=O)c1snc(C(N)=O)c1N (stereo not given)	11%	3%	27%	6%	-11%	10%	14	3
Cc1nnc(SCC(=O)NC(C)c2ccccc2)[nH]c1=O (stereo not given)	4%	-2%	-15%	2%	-1%	26%	?	2
CCc1ccc(CN(C)C(=O)c2cc(COc3cccc4cnccc34)on2)cc1	·	25%	?	28%	?	?	8	6
O=C(Cc1ccccc1F)Nc1cccc2cccnc12	-20%	4%	·	12%	-7%	?	0	3
O=C1CCCC(O)=C1C=Nc1cccc(C(F)(F)F)c1	10%	-8%	-25%	8%	-20%	?	-11	1
O=C(Nc1ccccc1N1CCCCC1)c1ccc(F)cc1	-29%	12%	12%	-17%	-7%	-12%	15	-3
CCCCNCCCOc1cccc(Cl)c1	6%	2%	17%	-1%	0%	-18%	-80*	-34
Cc1ccc(CCNC(=O)c2ccc3nc4ccccc4c(=O)n3c2)cc1	-2%	-9%	-8%	21%	7%	?	51	5

Continued (5 carried over from the part before).
SMILES	Abeta yeast res	EPAC2 agonist	FUS suppressor	aSyn yeast inh	EPAC2 antag	TDP-43 yeast inh	D3 antag	D3 ag
O=C(Cc1ccccc1F)Nc1cccc2cccnc12	-20%	4%	·	12%	-7%	?	0	3
O=C1CCCC(O)=C1C=Nc1cccc(C(F)(F)F)c1	10%	-8%	-25%	8%	-20%	?	-11	1
O=C(Nc1ccccc1N1CCCCC1)c1ccc(F)cc1	-29%	12%	12%	-17%	-7%	-12%	15	-3
CCCCNCCCOc1cccc(Cl)c1	6%	2%	17%	-1%	0%	-18%	-80*	-34
Cc1ccc(CCNC(=O)c2ccc3nc4ccccc4c(=O)n3c2)cc1	-2%	-9%	-8%	21%	7%	?	51	5
COc1cc(NC(=O)COC(=O)CNC(=O)C2CCCCC2)cc(OC)c1	-9%	-1%	·	-4%	4%	0%	0	2
CCC(=O)Nc1ccc2c(c1)nc(CCN1CCN(c3ccccc3)CC1)n2C	-3%	5%	8%	6%	7%	20%	-62*	6
Cn1ccc(C(=O)OCC(=O)Nc2ccccc2)n1	-2%	6%	21%	2%	22%	-27%	9	2
Cc1nc(C)n(C(C)CNC(=O)c2cccc(Br)c2)n1 (stereo not given)	-3%	7%	-3%	-1%	6%	-7%	3	13
C[C@]12c3[nH]c4ccccc4c3CCN1C(=O)C(CC(=O)NCCc1ccccn1)C[C@@H]2C(=O)N1CCOCC1 (stereo not given in full)	3%	-5%	-8%	-8%	4%	?	11	5
Cc1cccc(C)c1-n1nnnc1C1(C)CCC(=O)N1Cc1ccc(F)cc1 (stereo not given)	11%	13%	14%	9%	6%	?	9	1
CCOC(=O)N1CCC(NC(=O)CS(=O)Cc2nc(-c3ccc(OC)c(OC)c3)oc2C)CC1 (stereo not given)	11%	-5%	11%	5%	4%	-12%	12	3
COc1ccc(C(=O)OCC(=O)NCCCc2ccccc2)cc1[N+](=O)[O-]	3%	10%	6%	-6%	0%	-14%	-15	-4
CSc1ccc(CN(C)C(=O)CN2C(=O)NC3(CCCC3)C2=O)cc1	14%	5%	-7%	5%	5%	16%	13	0
CC1(OC(=O)CCc2ccccc2)C(=O)C=C2C=C(c3ccc(C#N)cc3)N(C3CCCCC3)C=C2C1=O (stereo not given)	-15%	2%	39%	-4%	-3%	8%	-13	8
Cc1ccsc1C(=O)N1CCC1(C)C(=O)NS(=O)(=O)c1ccccc1C(F)(F)F (stereo not given)	9%	-2%	-25%	4%	8%	2%	29	99*
Cc1ccc(NC(=O)CN2CCN(CCN=CC3=C(O)CC(C)(C)CC3=O)CC2)cc1	17%	-10%	-22%	-6%	11%	17%	0	6
CCOc1ccc(C(=O)OCC(=O)NC(C)C)cc1	0%	5%	-3%	4%	8%	0%	0	17
O=C(Nc1ccccc1Cl)c1cccc(NC(=O)c2cccs2)c1	-40%[inhibitor]	9%	·	-25%	-6%	?	4	0
CCCCNC(=O)c1nn2c(C(F)(F)F)cc(-c3ccccc3)nc2c1Br	5%	-1%	19%	5%	-2%	-6%[1.82 µM]	37	-9
Cc1cccc(C(=O)Nc2onc(C)c2C#N)c1	6%	5%	5%	-2%	0%[57.1 µM]	-9%	-8	-4
O=C(OCCN1C(=O)c2ccccc2C1=O)c1cccc(OC(F)F)c1	21%[9.22 µM]	2%	-44%	-2%	-2%	?	14	0
O=C(CCCO)CCCCCCCCC[C@H]1N[C@H](CO)[C@@H](O)[C@@H]1O	-3%	0%	-8%	-3%	9%	13%	-16	0
COc1cc(OC)cc(C(=O)N[C@H](C(=O)OCC(=O)Nc2sccc2C#N)C(C)C)c1	18%	19%	33%	-3%	0%	26%	3	1
O=C(Cc1ccc(Br)cc1)Nc1cccc(S(=O)(=O)N2CCCCC2)c1	-8%	10%	?	-28%	8%	-10%	-19	-6
Cc1cc(NC(=O)c2cnn3c(C(F)(F)F)cc(-c4ccccc4)nc23)no1	-11%	-5%	-7%	-4%	-7%	-12%	47	22
CCN(CC(=O)Nc1ccccc1C(F)(F)F)C(=O)CCc1nc2ccccc2c(=O)[nH]1	6%	0%	13%	-5%	-2%	-7%	2	0
CC(C)(C)NC(=O)C(c1ccco1)N(C(=O)c1csnn1)c1ccccc1 (stereo not given)	5%	4%	15%	-2%	18%	-12%	24	1
Cc1nc(NNC(=O)c2ccc([N+](=O)[O-])cc2)cc(-c2ccccc2)n1	-12%	-4%	-18%	-8%	4%	8%	-21	-18
Clc1nssc1=Nc1ccccc1	-93%[inhibitor]	9%	21%	-32%[inhibitor]	-1%	-92%[inhibitor]	-16	-9
The listing continues:
SMILES	Abeta yeast res	EPAC2 agonist	FUS suppressor	aSyn yeast inh	EPAC2 antag	TDP-43 yeast inh	D3 antag	D3 ag
Cc1cc(C)c(SSc2nnnn2-c2ccccc2)c(C)c1	-59%[inhibitor]	3%	6%	17%	-25%	16%	0	7
Cc1ccc(S(=O)(=O)N2[C@@H](c3ccc(C#N)cc3)C(C(=O)O)=C[C@H]2C(C)(C)C)cc1	-1%	1%	7%	-2%	15%	1%	-3	-2
Cc1ccc2c(CC(=O)NCC3COc4ccccc4O3)coc2c1 (stereo not given)	10%[9.22 µM]	-2%	-1%	27%	0%	?	12	5
CCCS(=O)(=O)NC(=O)C1(C)CCN(C(=O)c2ccc(OC)cc2)C1 (stereo not given)	-14%	14%	-16%	-7%	1%	10%	7	6
CCCC(=O)OCC(=O)Nc1ccc(N=Nc2ccccc2)cc1	-22%	0%	8%	2%	10%	?	0	4
CCN(CC)S(=O)(=O)c1cccc(C(=O)N/N=C/c2c(C)nn(-c3ccccc3)c2Cl)c1	11%	11%	15%	-6%	-4%	6%	23	-16
Cc1ccc(CNC(=O)C(OC(=O)c2ccco2)C(C)C)cc1 (stereo not given)	4%	5%	10%	1%	-1%	3%	6	2
COc1ccc(-n2c(SCC(=O)N/N=C/c3ccccc3OCC(=O)O)nc3ccccc3c2=O)cc1	-6%	4%	-5%	3%	-13%	17%	9	2
COC(=O)c1ccc(Cn2c(C)cc(C)[n+]2C)o1	19%	0%	-1%	-11%	2%	12%	-13	0
CCN(Cc1ccncc1)Cc1ccc(Br)cc1	6%	4%	7%	1%	2%	-9%[1.82 µM]	?	-17
CCOc1ccc(N(CC(=O)NN=C2CCN(C)CC2)S(=O)(=O)c2ccc(Br)cc2)cc1	0%	9%	·	-6%	-28%	2%	?	-11
CCCC(=O)OCC1CN(Cc2ccco2)S(=O)(=O)c2c(F)cccc2O1 (stereo not given)	1%	13%	5%	6%	-21%	1%	-28	-46
COc1ccc(CNCCCn2cnc3c(SC)ncnc32)cc1	-1%	8%	-23%	1%	-3%	0%	4	-5
